All columns: NCI-60 one-dose screen, growth in % after 48 h at 10 µM unless noted; 100 = growth as untreated, 0 = no growth, -100 = all killed.
SF-268: SF-268 CNS cancer cells; hit rate 3.1% among 82,000
PC-3: PC-3 prostate cancer cells | hit rate 3.9% among 80,000
SF-539: SF-539 CNS cancer; hit rate 6.8% among 81,000; AID 1794752
DU-145: DU-145 prostate cancer. hit rate 4.2% among 81,000
UO-31: UO-31 renal cancer | AID 1794768 | hit rate 5.2% among 81,000
U251: U251 CNS tumor cells; hit rate 5.4% among 80,000
786-0: 786-0 renal cancer cells; hit rate 5.1% among 81,000
SF-295: SF-295 CNS cancer cells. hit rate 5.6% among 79,000
SN12C: SN12C renal cancer cells. hit rate 3.8% among 81,000. AID 1794767
Numbers without * were called inactive; nt = no result given; & = joins results of further samples. Rule for the calls: active = growth percent below 10; inactive = the rest.

SMILES	SF-268	PC-3	SF-539	DU-145	UO-31	U251	786-0	SF-295	SN12C
COC1=C[C@@]23CCCN2CCc2cc4c(cc2[C@H]3[C@H]1OC(=O)C(C)(C)O)OCO4	92	102	98	105	77	96	104	87	98
COc1ccc(C2=NN(C(C)=O)C(c3ccc(Cl)cc3)C2)cc1S(N)(=O)=O (stereo unspecified)	100	91	102	101	80	96	106	97	97
NCCCC[C@H](NC(=O)[C@@H]1CCCN1C(=O)Cc1cccc2ccccc12)C(=O)N[C@@H](CCCN=C(N)N)C(N)=O	100	96	104	108	88	97	97	99	98
CCn1c(Sc2nnc(NC(=O)CCl)s2)nc2c1c(=O)n(C)c(=O)n2C	108	102	103	113	84	92	106	112	103
O=C(O)CCNC(=O)CSc1nnc(-c2ccc(NC(=O)c3cccnc3)cc2)o1	110	106	102	115	92	101	101	103	113
Oc1ccc(/C=C2\CCCc3cc4ccc(O)cc4[o+]c32)c(O)c1	70	29	-15*	8.6*	52	8.9*	24	90	27
Cc1nn(-c2cccc(Cl)c2)c(C)c1N=Nc1ccc(Br)cc1	97	81	91	101	87	92	90	92	94
CCCCCCCCCCCCCCCCC(C(=O)OCC)C(=O)OCC	105	103	104	105	91	105	106	nt	101
Cc1ccc(Nc2nc(N)nc(N)c2N=O)cc1	83	89	95	103	80	92	100	104	92
O=C1CCNC(=O)N1OS(=O)(=O)c1ccccc1	106	nt	105	107	77	114	103	106	101
Cc1ccnc2c(NC(C)CCCN)cc(O)c(O)c12 (stereo unspecified)	108	92	80	80	84	83	95	104	27
Cc1ncc(COCc2ccccc2)c(CO)c1OCc1ccccc1	100	99	102	105	103	109	108	nt	109
CC(C(=O)O)n1cc(C#N)c(=O)[nH]c1=O (stereo unspecified)	100&97	95	102&96	107&124	82&81	107&111	101&119	102&93	96&99
Sc1ccc2ccccc2c1	105	88	104	118	88	115	116	111	100
CCN(CC)CCN1Cc2ccccc2C1	96	101	99	103	88	100	102	98	103

Two successive compounds from above:
SMILES	SF-268	PC-3	SF-539	DU-145	UO-31	U251	786-0	SF-295	SN12C
Sc1ccc2ccccc2c1	105	88	104	118	88	115	116	111	100
CCN(CC)CCN1Cc2ccccc2C1	96	101	99	103	88	100	102	98	103

(next part)
SMILES	SF-268	PC-3	SF-539	DU-145	UO-31	U251	786-0	SF-295	SN12C
CC(=C(c1ccc(OCCN2CCCCCC2)cc1)c1ccc(OCCN2CCCCCC2)cc1)c1ccc(Cl)cc1	-85*	-83*	-100*	-96*	-100*	-100*	-76*	-81*	-92*
N#Cc1ccc(S(=O)(=O)Nc2ccc(-c3cnc(N)[nH]3)cc2)cc1	105	99	99	107	90	98	100	97	102
Oc1ccc(Cl)cc1CNC1CCCCC1	108	nt	105	nt	96	106	102	108	104
CCCOC(=O)c1ccc(C(=O)OCCC)nc1	100	463	103	106	93	104	65	80	105
O=C(N=Nc1c(O)[nH]c2ccccc12)Nc1ccc(F)cc1	104	86	95	105	73	91	97	95	95
COc1ccc(C(=O)NCCNc2nccc(Nc3ccc(S(=O)(=O)Nc4ccccn4)cc3)n2)cc1	102	94	109	108	94	91	104	113	99
COc1cc(/C=C/C(=O)/C=C/c2cc(OC)c3c(c2OC)OCO3)c(OC)c2c1OCO2	49	41	29	28	57	12	29	90	30
NCCCN1CCCC1	109	90	99	113	85	105	102	117	104
Nc1nc2c(C(=O)Nc3ccccc3)c(Nc3ccccc3)nn2cc1-c1nc2ccccc2s1	88	95	74	104	90	101	96	97	97
Nn1c(Nc2ccc(S(=O)(=O)Nc3ncccn3)cc2)nnc(/C=C/c2c(O)ccc3ccccc23)c1=O	85	75	102	100	59	86	111	100	97
Ic1sc(I)c(I)c1I	107	97	105	113	107	70	118	125	97
COc1ccccc1Cn1c(-c2ccccc2OC)nc2ccccc21	97	64	110	109	66	100	88	nt	106
CCC(=O)OCc1ccc(OC)cc1	115	88	93	123	82	97	101	101	91
CC(=O)c1c[nH]c2ccc(-c3ccnc(Nc4ccc(NC(=O)c5cccc(F)c5)c(CN5CCOCC5)c4)n3)cc12	-17*	-0.5*	-56*	2.6*	2.4*	8.5*	5.7*	-17*	-4.7*
O=C1/C(=C/c2cn(-c3ccccc3)nc2-c2ccccc2)SC(=S)N1CCc1ccccc1	96	100	106	110	89	nt	106	103	99

A draw from above in order of heavy-atom count, lowest first.
SMILES	SF-268	PC-3	SF-539	DU-145	UO-31	U251	786-0	SF-295	SN12C
Ic1sc(I)c(I)c1I	107	97	105	113	107	70	118	125	97
Sc1ccc2ccccc2c1	105	88	104	118	88	115	116	111	100
CCC(=O)OCc1ccc(OC)cc1	115	88	93	123	82	97	101	101	91
CC(C(=O)O)n1cc(C#N)c(=O)[nH]c1=O (stereo unspecified)	100&97	95	102&96	107&124	82&81	107&111	101&119	102&93	96&99
Oc1ccc(Cl)cc1CNC1CCCCC1	108	nt	105	nt	96	106	102	108	104
CCCOC(=O)c1ccc(C(=O)OCCC)nc1	100	463	103	106	93	104	65	80	105
O=C(N=Nc1c(O)[nH]c2ccccc12)Nc1ccc(F)cc1	104	86	95	105	73	91	97	95	95
Cc1nn(-c2cccc(Cl)c2)c(C)c1N=Nc1ccc(Br)cc1	97	81	91	101	87	92	90	92	94
Oc1ccc(/C=C2\CCCc3cc4ccc(O)cc4[o+]c32)c(O)c1	70	29	-15*	8.6*	52	8.9*	24	90	27
CCn1c(Sc2nnc(NC(=O)CCl)s2)nc2c1c(=O)n(C)c(=O)n2C	108	102	103	113	84	92	106	112	103
CCCCCCCCCCCCCCCCC(C(=O)OCC)C(=O)OCC	105	103	104	105	91	105	106	nt	101
COC1=C[C@@]23CCCN2CCc2cc4c(cc2[C@H]3[C@H]1OC(=O)C(C)(C)O)OCO4	92	102	98	105	77	96	104	87	98
O=C(O)CCNC(=O)CSc1nnc(-c2ccc(NC(=O)c3cccnc3)cc2)o1	110	106	102	115	92	101	101	103	113
COc1cc(/C=C/C(=O)/C=C/c2cc(OC)c3c(c2OC)OCO3)c(OC)c2c1OCO2	49	41	29	28	57	12	29	90	30
O=C1/C(=C/c2cn(-c3ccccc3)nc2-c2ccccc2)SC(=S)N1CCc1ccccc1	96	100	106	110	89	nt	106	103	99
COc1ccc(C(=O)NCCNc2nccc(Nc3ccc(S(=O)(=O)Nc4ccccn4)cc3)n2)cc1	102	94	109	108	94	91	104	113	99
Nn1c(Nc2ccc(S(=O)(=O)Nc3ncccn3)cc2)nnc(/C=C/c2c(O)ccc3ccccc23)c1=O	85	75	102	100	59	86	111	100	97
NCCCC[C@H](NC(=O)[C@@H]1CCCN1C(=O)Cc1cccc2ccccc12)C(=O)N[C@@H](CCCN=C(N)N)C(N)=O	100	96	104	108	88	97	97	99	98
CC(=C(c1ccc(OCCN2CCCCCC2)cc1)c1ccc(OCCN2CCCCCC2)cc1)c1ccc(Cl)cc1	-85*	-83*	-100*	-96*	-100*	-100*	-76*	-81*	-92*

Next section:
SMILES	SF-268	PC-3	SF-539	DU-145	UO-31	U251	786-0	SF-295	SN12C
O=C(Nc1ccccc1Cl)OCCN1CCOCC1	107	77	105	109	92	103	89	103	98
O=C(Nc1cccc(-n2cc(-c3ccncc3)c(-c3ccc(O)c(Cl)c3)n2)c1)Nc1cccc(C(F)(F)F)c1	9.0*	-16*	-8.8*	13	-9.4*	-71*	15	-13*	10
CC(C)(C)NC(=O)NCc1cccnc1	118	100	105	118	94	100	104	74	98
CCC1=C[C@@](C)(C2CC(=O)N(c3ccccc3)C2=O)[C@H](CC)[C@@H]2C(=O)N(c3ccccc3)C(=O)[C@H]12 (stereo partly specified)	96	97	105	105	91	94	86	94	106
Cc1ccc(C2=CCCc3ccccc32)cc1	97	76	96	105	73	98	88	106	96
N#Cc1c(-c2ccccc2)nc(SCC(O)CN2CCOCC2)[nH]c1=O (stereo unspecified)	124	102	122	119	107	103	113	112	93
CCCCC(C)NC=O (stereo unspecified)	99	92	106	110	97	93	106	100	102
NS(=O)(=O)c1ccc(C(=O)N2N=C(c3ccccc3)CC2c2ccccc2O)cc1 (stereo unspecified)	100	92	99	108	76	97	104	102	112
CC1=C(C(=O)c2cnccn2)C(c2ccc(Br)cc2)NC(=O)N1 (stereo unspecified)	106	107	96	107	86	115	98	110	102
COc1cccc(/C=C2\Oc3cc(OCCN4CCCC4)ccc3C2=O)c1	92	84	89	99	81	92	96	105	97
ClC1=C(Cl)C(=C2C(Cl)=C(Cl)C(Cl)=C2Cl)C(Cl)=C1Cl	102	nt	104	106	81	103	103	99	98
CC1CC/C(=N\N(C)C)c2ccccc21 (stereo unspecified)	102	107	99	106	76	107	116	nt	101
C[C@H](Nc1nc(N2CCOc3ccccc32)nc2ccccc12)c1ccccc1	88	68	82	94	49	84	87	71	73
COCCCNC1=C(C#N)C(=O)NC(c2cccc([N+](=O)[O-])c2)S1 (stereo unspecified)	99	82	101	110	89	97	103	113	104
Oc1cc(Cl)c(O)c(-c2ccccc2)c1Cl	102	98	103	110	77	105	103	110	104
COC(=O)C1C(C)=Nc2c(N)ncnc2NC1c1ccc(Cl)cc1 (stereo unspecified)	100	79	87	105	73	105	97	97	98
Oc1ccc(C(c2ccccc2)c2ccccc2)c2ccccc12	81	79	100	101	72	83	100	108	84
COC1CC(O)C(O)C(C)O1 (stereo unspecified)	96	88	96	101	83	115	106	129	95
O=c1[nH]c2ccccc2cc1-c1nnc(COc2ccc3ccccc3c2)o1	100	97	105	119	66	104	99	101	95
O=Cc1cc2ccccc2nc1-n1cnc2ccccc21	100	103	97	105	78	105	106	100	99
N#Cc1ccccc1/C=N/NC1=NCCN1S(=O)(=O)c1ccc(Br)cc1	94	83	87	96	90	101	92	98	95
S=c1[nH]c2ccccc2n2cccc12	122	96	95	120	77	110	109	113	101
CC(=O)CC1CCCC1c1ccc2ccccc2c1 (stereo unspecified)	102	92	96	107	85	94	101	106	105
CCCCC[C@H](O)c1ccccc1[C@H]1O[C@@H](CCC(=O)OC)[C@H](O)[C@@H]1I	100	90	99	106	93	99	98	109	94
COc1ccc(NC(=O)Oc2cc(C)ccc2C(C)C)cc1	104	nt	100	111	89	103	105	100	109
CC(=O)CC(=O)c1ccccc1.[Cu+2]	118	97	105	98	95	105	107	105	105
[O-][n+]1cccc2ccccc21	97	89	107	100	86	97	101	99	93
COC(=O)/C=C(\C)Nc1cc(OC)ccc1OC	93	88	109	111	73	nt	98	100	107
Nc1nc(-c2n[nH]c(=S)n2-c2ccc(Cl)cc2)cs1	97	101	95	103	67	nt	95	102	100
CCC(=O)OC1=C(C)SC2=NC(c3ccc(Cl)c(Cl)c3)=CC(c3cc(OC)c(OC)c(OC)c3)N21 (stereo unspecified)	102	92	91	114	82	96	104	95	95
CC(C)Cn1cnc2c(NCn3nc(-c4cc(Cl)cc(Cl)c4Cl)n(/N=C/c4ccc(Cl)cc4)c3=S)nc3ccccc3c21	102	84	90	106	nt	87	91	72	85
O=C1c2ccccc2C(=O)c2c1cc(O)c(O)c2O	103	98	95	108	64	105	100	107	91
C#CC(C)(O)CCCCCCC (stereo unspecified)	97	92	96	100	97	101	102	99	107
Cc1cc(NCc2cn(-c3ccc(C(=O)O)cc3)nc2-c2ccc(C(=O)O)cc2)ccc1F	93	108	89	94	81	48	92	101	102
NS(=O)(=O)c1ccc(CCn2c(SCc3ccc(Br)cc3)nc3ccccc3c2=O)cc1	95	106	106	100	70	101	100	99	94
CCOC(=O)Nc1cc2c(cc1[N+](=O)[O-])-c1ccccc1C2=O	96	83	98	117	68	93	115	86	nt
Cc1ccc(C(C(N)=O)C(C(N)=O)c2ccccc2)cc1 (stereo unspecified)	104	105	119	111	108	104	102	114	112
COc1cc(Cn2cc(C(=O)Nc3cccnc3Nc3ccc(F)cc3)nn2)cc(OC)c1OC	88	91	106	96	85	100	96	99	96
Cc1cc(S(=O)(=O)NO)c(N)cc1Cl	96	118	117	103	94	102	112	115	107
Cc1ccccc1NCSC(=S)N(C)C	102	84	103	103	90	96	93	108	99
C/C(=C\CCc1ccoc1)CC/C=C(\C)CCCN1CCC(CO)CC1	79	58	49	81	75	40	48	47	71
CC(C)n1nc(C#Cc2cccc(NC(=O)c3cccc(C(F)(F)F)c3)c2)c2c(N)ncnc21	3.1*	16	-74*	-23*	-51*	2.8*	-21*	-15*	-8.6*
COc1cc(Br)cc2c1OC1(CCN(C)CC1)N1N=C(c3ccc(F)cc3)CC21 (stereo unspecified)	94	nt	98	106	71	98	100	103	94
COc1ccc(C(=O)Nc2ccccc2C2=NCC(CO)O2)cc1 (stereo unspecified)	102	93	99	107	94	96	84	102	100

Source: PubChem BioAssay
